# Mdm2-MdmX inh = inhibitors of human Mdm2-MdmX association, primary screen, cell-based, luminescence, split luciferase, SaOS-2, uHTS. Protein Mdm4 (Homo sapiens) + E3 ubiquitin-protein ligase Mdm2 (Homo sapiens), …. SaOS-2 split-luciferase Mdm2/MdmX complementation. inhibition, % at 8 µM. 330,000 tested, 3% active;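 active = inhibition of at least 50% at 8 µM in the primary screen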
# Target sequence (O15151 whole entry, looked up): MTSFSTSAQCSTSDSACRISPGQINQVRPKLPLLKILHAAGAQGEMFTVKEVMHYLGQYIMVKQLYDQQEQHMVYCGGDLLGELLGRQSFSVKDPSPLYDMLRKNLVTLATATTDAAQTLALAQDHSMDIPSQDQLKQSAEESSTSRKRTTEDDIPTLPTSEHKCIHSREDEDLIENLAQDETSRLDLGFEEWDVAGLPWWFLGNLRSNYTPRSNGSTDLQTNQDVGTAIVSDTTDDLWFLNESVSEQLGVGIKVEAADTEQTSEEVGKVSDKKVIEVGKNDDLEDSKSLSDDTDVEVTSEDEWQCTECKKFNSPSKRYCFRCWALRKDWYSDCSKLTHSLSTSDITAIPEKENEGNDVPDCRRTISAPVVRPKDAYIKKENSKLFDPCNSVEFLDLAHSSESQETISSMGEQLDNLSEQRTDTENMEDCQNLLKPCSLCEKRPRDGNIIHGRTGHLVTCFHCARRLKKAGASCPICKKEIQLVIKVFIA
# Target sequence (Q00987 whole entry, looked up): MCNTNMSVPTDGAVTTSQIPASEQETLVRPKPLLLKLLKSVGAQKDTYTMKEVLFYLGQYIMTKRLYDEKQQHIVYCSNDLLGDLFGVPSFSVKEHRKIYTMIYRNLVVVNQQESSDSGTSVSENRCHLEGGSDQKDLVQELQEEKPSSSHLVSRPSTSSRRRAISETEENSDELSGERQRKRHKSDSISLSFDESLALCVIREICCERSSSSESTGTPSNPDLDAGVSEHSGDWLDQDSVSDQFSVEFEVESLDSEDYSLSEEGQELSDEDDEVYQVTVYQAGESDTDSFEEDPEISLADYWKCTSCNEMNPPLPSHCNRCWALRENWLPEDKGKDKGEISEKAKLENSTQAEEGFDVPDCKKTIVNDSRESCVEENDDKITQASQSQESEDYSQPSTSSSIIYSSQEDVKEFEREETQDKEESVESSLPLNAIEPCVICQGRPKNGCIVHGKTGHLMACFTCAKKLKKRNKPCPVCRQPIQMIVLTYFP
# NLRP3 yeast inh = NALP3 inflammasome inhibitors in reconstituted yeast, primary screen, luminescence, uHTS | Yeast reconstituted NLRP3/ASC/caspase-1, beta-gal luminescence, 24 h | inhibition, % at 10 µM | 330,000 tested, 0.39% active | AID 2825, 2010;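 active = inhibition of 50% or more; inactive = inhibition below 50%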;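 also: plate controls were induced DMSO wells for no effect and uninduced yeast grown without galactose for full effect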
# APJ ag = agonists of human apelin receptor APJ, primary screen, CHO-K1 cells, PathHunter beta-arrestin, luminescence | P35414 | 0% DMSO wells, 100% apelin | activation, % at 20 µM | 330,000 tested, 0.11% active;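 active = activation more than six SD over the plate average, tested at 20 µM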;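 also: 0% = DMSO alone and 100% = apelin-13 at 10 nM; some results filed as inactive read as strong as hits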
#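 assay system = CHO-K1 APJ beta-arrestin complementation cell line | input = cell density 1000 per well | dosing = compound 20 µM once, DMSO 1% | timing = compound 90 min 25 °C, reagent 1 h | measured by = luminescence from split beta-galactosidase complementation, Galacton Star/Emerald II substrate | read-out basis = APJ agonist activity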
# NR3A LBD binder = binders of NR3A ligand-binding domain, primary screen, biophysical, differential scanning fluorimetry, uHTS; Glutamate receptor ionotropic, NMDA 3A (GRIN3A) ligand-binding domain; NR3A LBD differential scanning fluorimetry, Tm shift; 0% = protein alone, 100% = glycine-bound protein; Tm shift relative to glycine control, % at 25 µM; 340,000 tested, 2.5% active; AID 1259313, 2017;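 active = melting temperature shift of at least 10% of the positive control shift, at one fixed dose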
# tim23-1 inh = growth inhibitors of tim23-1 mutant yeast, primary screen, luminescence, uHTS. S. cerevisiae tim23-1 growth, BacTiter-Glo luminescence, 24 h. 330,000 tested, 1.3% active. inhibition, % at 20 µM. AID 463212, 2010;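 active = growth inhibition of the mutant yeast at or above 50%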;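 also: temperature-sensitive mutant grown at 25 °C; plate controls were DMSO-treated mutant yeast for no effect and medium wells lacking yeast for full effect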
# XBP1 UPR activ = activators of adaptive XBP1 UPR arm, primary screen, cell-based, CHO-XBP1 luciferase reporter, luminescence, uHTS. IRE1-XBP1 UPR activation; percent of tunicamycin response, DMSO as zero. activation, % at 20 µM. 330,000 tested, 0.33% active;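 active = versus positive control, 20 µM dose yields 30% or more activation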;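 also: 100% = tunicamycin at 10 µg/mL and 0% = DMSO only wells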
#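 incubation = overnight seeding at 37 °C, 6 h compound treatment at 37 °C | assay system = CHO-XBP1 cells stably carrying IRE1-XBP1-driven luciferase reporter | input = 1000 cells per well | detection = luciferase luminescence | dosing = single point, 20 µM final compound, 1% DMSO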
# tim10-1 inh = growth inhibitors of tim10-1 mutant yeast, primary screen, luminescence, uHTS | S. cerevisiae tim10-1 ts strain growth, BacTiter-Glo, 24 h | inhibition, % at 20 µM | 330,000 tested, 2.2% active | AID 463190, 2010;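 active = inhibition of at least 40%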;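 also: mutant grown at 25 °C; 0% = DMSO wells with yeast and 100% = wells holding no yeast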
# CHOP UPR activ = activators of apoptotic CHOP UPR arm, primary screen, cell-based, CHO-CHOP luciferase reporter, luminescence, uHTS; 330,000 tested, 0.34% active; activation, % at 10 µM; UPR activation; percent of tunicamycin response over DMSO baseline;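 active = at 10 µM dose, activation of 40% or more, normalized to positive control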;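 also: 100% = tunicamycin at 10 µg/mL and 0% = DMSO alone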
#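 Test system: CHO CHOP reporter cells. Input: 500 CHO-CHOP cells per well. Medium: F12 with 10% FBS. Technique: luciferase luminescence. Measure: percent activation relative to tunicamycin control. Dosing: 10 µM compound, 0.5% DMSO. Timing: 16-18 h cell attachment, then 6 h compound exposure, 37 °C.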
# TIM10 inh = growth inhibitors of isogenic TIM10 control yeast, primary screen, counter-screen for tim10-1 yeast inhibitor project, luminescence, uHTS; S. cerevisiae TIM10 strain growth, BacTiter-Glo luminescence, 24 h; inhibition, % at 10 µM; 330,000 tested, 1.4% active;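 active = inhibition of 40% or more at the single tested concentration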;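 also: wild-type TIM10 isogenic control strain grown at permissive 25 °C; 0% = DMSO yeast wells and 100% = minimal medium wells without yeast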
# Starred values were filed as active, the others as inactive; x = not tested or not shown. Outcome played no part in choosing rows; any-hit rate near 8.2%.
item	SMILES	Mdm2-MdmX inh	NLRP3 yeast inh	APJ ag	NR3A LBD binder	tim23-1 inh	XBP1 UPR activ	tim10-1 inh	CHOP UPR activ	TIM10 inh
1	O=C(COc1ccccc1Cl)Nc1nc(-c2cccs2)cs1	6	23	0	2	32	1	27	0.2	28
2	Cc1ccccc1OCC(=O)NCC(=O)N/N=C/c1cccc([N+](=O)[O-])c1	-2	14	-3	x	-21	-1	-13	-1.2	-25
3	O=C(/C=C/Sc1ccccc1)c1ccc(Cl)cc1	40	38	-5	x	59*	29	51*	113*	37
4	O=C(Nc1ccc(Br)c(Cl)c1)c1ccco1	-40	12	7	2	62*	0	28	4.3	36
5	CC(C)(C)C1CCC(=NNC(=O)C2COc3ccccc3O2)CC1 (stereo not given)	-2	7	-4	-1	10	0	8	-1.5	4
6	Cc1ccccc1-n1c(SCC(=O)N(C)C2CCS(=O)(=O)C2)nnc1-c1ccncc1 (stereo not given)	-1	11	-2	-2	9	-1	-1	-2.0	-8
7	Cc1ccc(-c2cc(C(=O)N/N=C/c3ccc([N+](=O)[O-])o3)c3ccccc3n2)o1	19	15	19	-3	30	-6	34	5.7	20
8	Cn1c(=O)[nH]c(=O)c2c1nc(SCCN1CCCCC1)n2Cc1ccccc1	-22	-10	1	12*	14	1	-6	-0.8	4
9	Cc1ccc(C)c(-n2cc[nH]c2=S)c1	7	13	-1	4	6	-1	27	-2.6	1
10	CC(C)c1onc(C(=O)NCc2cccs2)c1[N+](=O)[O-]	-4	11	-1	-1	17	1	22	1.4	2
11	CC(NC(=O)CN(C)S(=O)(=O)c1cccc2nsnc12)c1ccccc1 (stereo not given)	16	5	-2	1	0	-7	3	-0.8	-7
12	Cc1cccc(NC(=O)CCn2nc(C)cc2C)c1	-9	10	-4	5	19	0	26	0.1	-2
13	CCOC(=O)C1CCN(S(=O)(=O)c2ccc3oc(=O)ccc3c2)CC1	11	3	-2	-3	25	-2	31	-0.9	-3
14	Cc1cc(=O)oc2cc(NC(=O)c3cccc(F)c3)ccc12	0	9	-6	x	-20	-5	-26	5.7	-9
15	COc1ccc(NC(=O)CN(C)C(=O)CNC(=O)c2ccc(C)s2)cc1	28	13	-8	1	6	5	1	1.3	7
16	CCCCC(=O)NC(c1ccc(N(C)C)cc1)c1ccc2cccnc2c1O (stereo not given)	75*	13	-2	-1	54*	4	-7	19	-54
17	CS(=O)(=O)Nc1cccc(C(=O)CC2(O)C(=O)Nc3ccc(Br)cc32)c1 (stereo not given)	10	4	-6	-1	12	-1	7	0.6	4
18	CCCCc1cc(=O)oc2cc(OCC(=O)NCC3CCC(C(=O)O)CC3)ccc12 (stereo not given)	-2	12	-2	-2	-12	1	-11	-2.8	-2
19	O=c1cnc2cc([N+](=O)[O-])ccc2[nH]1	7	4	-5	-1	-14	-1	4	-0.4	3
20	CCc1cccc(NC(=S)N(CCN(C)C)C(C)c2ccncc2)c1 (stereo not given)	1	-14	-5	2	2	-1	11	1.4	-2
21	CCOC(=O)c1ccc(N2C(=O)CC(Nc3ccc(O)cc3)C2=O)cc1 (stereo not given)	23	1	4	-2	-7	-1	-3	2.0	10
22	O=C(NCCc1ccccc1C(F)(F)F)C1CCC(=O)N(C2CC2)C1 (stereo not given)	12	3	-1	0	0	-7	3	-1.7	4
23	CC(C)(C)OC(=O)N[C@@H](C(=O)OC(C)(C)C)c1ccc2ccccc2c1	17	11	-3	4	16	-6	7	2.2	4
24	CC1CCCC(C)N1C(=O)c1ccc(S(=O)(=O)N2CCCC2)cc1 (stereo not given)	4	20	-3	0	12	0	15	-1.8	7
25	COC(=O)c1ccc(NC(=O)c2cc3c(CO)cnc(C)c3oc2=Nc2cccc(C(N)=O)c2)cc1	14	12	-2	-2	-18	-3	-22	-0.2	-19
26	Cc1ccc(Nc2nc(Oc3ccc(=O)[nH]n3)nc(N(C)C)n2)cc1	32	16	-1	0	18	7	10	-1.2	-5
27	COc1ccc(C(CNC(=O)COc2ccccc2C)N2CCCC2)cc1 (stereo not given)	-4	17	0	2	18	-4	-1	2.7	15
28	CCCCc1c(O)nc(SCC(=O)N2CCCCCC2)[nH]c1=O	7	9	0	-2	2	-1	0	0.8	-8
29	FC(F)Oc1ccc(/C=N/c2c(-c3ccc(OC(F)F)cc3)nc3n2CCS3)cc1	3	7	-9	3	9	8	47*	5.1	6
30	Cc1ccc(NC(=O)CSCC(=O)NC2=NCCS2)cc1	4	18	-1	-2	-7	-1	1	-2.1	4

# A different layout for part of the listing above:
# Order of values: Mdm2-MdmX inh, NLRP3 yeast inh, APJ ag, NR3A LBD binder, tim23-1 inh, XBP1 UPR activ, tim10-1 inh, CHOP UPR activ, TIM10 inh
(14) Cc1cc(=O)oc2cc(NC(=O)c3cccc(F)c3)ccc12
  0, 9, -6, x, -20, -5, -26, 5.7, -9
(15) COc1ccc(NC(=O)CN(C)C(=O)CNC(=O)c2ccc(C)s2)cc1
  28, 13, -8, 1, 6, 5, 1, 1.3, 7
(16) CCCCC(=O)NC(c1ccc(N(C)C)cc1)c1ccc2cccnc2c1O (stereo not given)
  75*, 13, -2, -1, 54*, 4, -7, 19, -54
(17) CS(=O)(=O)Nc1cccc(C(=O)CC2(O)C(=O)Nc3ccc(Br)cc32)c1 (stereo not given)
  10, 4, -6, -1, 12, -1, 7, 0.6, 4
(18) CCCCc1cc(=O)oc2cc(OCC(=O)NCC3CCC(C(=O)O)CC3)ccc12 (stereo not given)
  -2, 12, -2, -2, -12, 1, -11, -2.8, -2
(19) O=c1cnc2cc([N+](=O)[O-])ccc2[nH]1
  7, 4, -5, -1, -14, -1, 4, -0.4, 3
(20) CCc1cccc(NC(=S)N(CCN(C)C)C(C)c2ccncc2)c1 (stereo not given)
  1, -14, -5, 2, 2, -1, 11, 1.4, -2
(21) CCOC(=O)c1ccc(N2C(=O)CC(Nc3ccc(O)cc3)C2=O)cc1 (stereo not given)
  23, 1, 4, -2, -7, -1, -3, 2.0, 10
(22) O=C(NCCc1ccccc1C(F)(F)F)C1CCC(=O)N(C2CC2)C1 (stereo not given)
  12, 3, -1, 0, 0, -7, 3, -1.7, 4
(23) CC(C)(C)OC(=O)N[C@@H](C(=O)OC(C)(C)C)c1ccc2ccccc2c1
  17, 11, -3, 4, 16, -6, 7, 2.2, 4
(24) CC1CCCC(C)N1C(=O)c1ccc(S(=O)(=O)N2CCCC2)cc1 (stereo not given)
  4, 20, -3, 0, 12, 0, 15, -1.8, 7
(25) COC(=O)c1ccc(NC(=O)c2cc3c(CO)cnc(C)c3oc2=Nc2cccc(C(N)=O)c2)cc1
  14, 12, -2, -2, -18, -3, -22, -0.2, -19
(26) Cc1ccc(Nc2nc(Oc3ccc(=O)[nH]n3)nc(N(C)C)n2)cc1
  32, 16, -1, 0, 18, 7, 10, -1.2, -5
(27) COc1ccc(C(CNC(=O)COc2ccccc2C)N2CCCC2)cc1 (stereo not given)
  -4, 17, 0, 2, 18, -4, -1, 2.7, 15

# Additional structures follow.
item	SMILES	Mdm2-MdmX inh	NLRP3 yeast inh	APJ ag	NR3A LBD binder	tim23-1 inh	XBP1 UPR activ	tim10-1 inh	CHOP UPR activ	TIM10 inh
31	CC(C)CCOC(=O)C[N+](C)(C)CCOC1CC2CCC1(C)C2(C)C (stereo not given)	23	4	-3	-18	8	6	-2	-0.5	-5
32	COC(=O)[C@]1(Cc2ccccc2)N[C@H](c2ccc(-c3ccc(Cl)c(Cl)c3)cc2)[C@@H]2C(=O)N(C)C(=O)[C@@H]21	56*	-7	1	-3	17	-1	8	2.2	8
33	CCc1nc(SCC(=O)Nc2ccc([N+](=O)[O-])cc2)n[nH]1	14	9	-1	1	-6	-4	-5	2.8	7
34	O=c1oc2ccccc2cc1-c1nc2c(s1)CCCC2	12	41	-3	-1	-8	-3	21	-4.4	4
35	COc1ccccc1NC(=O)c1ccc(NC(=O)CN2CCN(C(=O)c3ccco3)CC2)cc1	16	19	-2	-16	-2	4	-2	0.0	9
36	CCN1C(=O)c2ccccc2S(=O)c2ccc(C(=O)NCCCN3CCCC3=O)cc21 (stereo not given)	15	15	-4	-4	-3	1	-7	-0.6	3
37	Cc1oc(C(C)(C)C)cc1C(=O)Nc1cccc(C(=O)O)c1	-10	-1	-4	0	2	-1	9	2.8	-11
38	CCC(C)(C)NC(=O)C(c1ccc(OC)cc1)N(C(=O)CCC(=O)Nc1cc(C)on1)c1ccc(OC)c(OC)c1 (stereo not given)	0	16	-3	0	0	-4	1	0.6	7
39	COc1ccc(-n2c(C)cc(-c3cn4cccc(C)c4n3)c2C)cc1	-18	13	-5	-2	16	-1	14	1.8	24
40	COc1cc(C(=O)OC(C)c2ccc(F)cc2)ccc1OCC(=O)N1CCOCC1 (stereo not given)	-17	20	-3	2	10	-2	14	-1.6	13
41	CC(=O)c1cccc(Oc2ncccn2)c1	8	4	-3	0	-3	-4	1	0.8	-13
42	Cc1cccn2c(=O)c3cc(C(=O)NCc4ccco4)c(=N)n(C(C)C)c3nc12	-28	7	-4	0	17	-2	22	1.6	-3
43	Clc1nnc(N2CCCCC2)c2ccccc12	29	27	-3	-2	23	0	24	0.5	-14
44	O=C(Cc1cccc(NC(=O)C2CCCN(C(=O)C3CC3)C2)c1)Nc1cccc(C(=O)N2CCCC2)c1 (stereo not given)	-11	13	-4	-3	7	1	16	-0.1	3
45	COCC(C)N1CCC(n2nccc2NC(=O)CCOc2ccccc2)CC1 (stereo not given)	-3	11	1	-1	6	-6	-6	0.7	9
46	Clc1ccc(C2=CC(c3ccco3)n3ncnc3N2)cc1 (stereo not given)	11	17	-9	0	24	1	43*	0.1	29
47	COC(=O)Cn1cc(C(=O)C(C)(C)C)c2ccccc21	26	15	-4	-2	16	0	5	0.6	2
48	COc1ccccc1CNC(=O)CN(C)Cc1ccc(SC)cc1	4	7	-4	2	15	4	25	-1.3	2
49	Cc1c(NC(=O)CN2CCN(C(=O)c3ccco3)CC2)c(=O)n(-c2ccccc2)n1C	-21	16	-3	0	3	0	-3	-2.1	-7
50	Cc1coc(C)c1C(=O)CC1(O)C(=O)Nc2cc(Cl)cc(Cl)c21 (stereo not given)	-19	20	-2	1	3	4	11	-2.3	-6
51	CN(C)S(=O)(=O)c1ccc(-c2csc(N/N=C/c3ccco3)n2)cc1	72*	16	24*	-3	8	-5	17	2.5	-12
52	COCc1cc(=O)[nH]c2c1c(-c1ccccc1)nn2C	13	21	-3	-1	-2	3	-19	0.6	1

# Screening data from PubChem BioAssay.
